TAAR1 antagonist = human TAAR1 antagonists, primary screen, Fluo-8 calcium fluorescence, CHO RD-HGA16 cells; inhibition, % at 3 µM; Trace amine-associated receptor 1 (Homo sapiens), Q96RJ0; 360,000 compounds, 1.5% hits; antagonist;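 active = inhibition above a per-plate cutoff, the mean inhibition of test compounds on that plate plus 3 SD, cut at about 49% in these data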;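 note: 0% = DMSO plus EC80 beta-PEA response and 100% = DMSO alone without agonist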
Target sequence (Q96RJ0 whole entry, looked up): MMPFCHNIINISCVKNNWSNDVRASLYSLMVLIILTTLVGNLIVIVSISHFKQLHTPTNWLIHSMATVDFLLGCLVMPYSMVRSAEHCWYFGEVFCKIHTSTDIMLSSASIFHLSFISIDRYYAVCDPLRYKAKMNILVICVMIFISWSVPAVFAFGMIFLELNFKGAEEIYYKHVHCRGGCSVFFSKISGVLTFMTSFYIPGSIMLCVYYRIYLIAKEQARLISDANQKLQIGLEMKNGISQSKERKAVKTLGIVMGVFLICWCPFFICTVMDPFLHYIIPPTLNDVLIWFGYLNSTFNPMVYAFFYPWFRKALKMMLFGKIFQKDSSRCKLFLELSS
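test system = CHO RD-HGA16 cells bearing hTAAR1 | replication = singlicate | controls = DMSO-only wells and EC80 β-PEA-stimulated wells | reagent = EC80 β-phenethylamine stimulus | read-out basis = percent inhibition of PEA-evoked calcium signal, max/basal emission ratio | schedule = seeding 17-24 h prior, 75-min 37 °C, 30-min RT dye loading | signal = kinetic Fluo-8 calcium fluorescence measurement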
CRFR2-BP ag = agonists of CRF-BP/CRF-R2 complex, primary screen, cell-based, HEK293, calcium dye fluorescence, uHTS. calcium dye fluorescence (FLIPR); percent of saturating CRF peptide response. activation, % at 13.2 µM. 350,000 compounds, 0.46% hits;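 active = activation of at least 50%, plus an integration ratio under a set limit after plate pattern correction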;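 note: plate controls were neutral control wells without compound for no effect and CRF at EC100 for full effect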
CHRM5 agonist = human M5 muscarinic receptor agonists, primary screen, CHO-K1 cells, Fluo-8 calcium fluorescence. Muscarinic acetylcholine receptor M5 (Homo sapiens), P08912. CHO-K1 hM5 cells; 0% DMSO wells, 100% maximal acetylcholine response. activation, % at 3 µM. 360,000 compounds, 0.19% hits. AID 624037, 2012;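 active = activation above the run's mean over test compounds plus 3 SD, cut at about 23% in these data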;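 note: signal is peak over basal fluorescence ratio across the kinetic read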
Target sequence (P08912 whole entry, looked up): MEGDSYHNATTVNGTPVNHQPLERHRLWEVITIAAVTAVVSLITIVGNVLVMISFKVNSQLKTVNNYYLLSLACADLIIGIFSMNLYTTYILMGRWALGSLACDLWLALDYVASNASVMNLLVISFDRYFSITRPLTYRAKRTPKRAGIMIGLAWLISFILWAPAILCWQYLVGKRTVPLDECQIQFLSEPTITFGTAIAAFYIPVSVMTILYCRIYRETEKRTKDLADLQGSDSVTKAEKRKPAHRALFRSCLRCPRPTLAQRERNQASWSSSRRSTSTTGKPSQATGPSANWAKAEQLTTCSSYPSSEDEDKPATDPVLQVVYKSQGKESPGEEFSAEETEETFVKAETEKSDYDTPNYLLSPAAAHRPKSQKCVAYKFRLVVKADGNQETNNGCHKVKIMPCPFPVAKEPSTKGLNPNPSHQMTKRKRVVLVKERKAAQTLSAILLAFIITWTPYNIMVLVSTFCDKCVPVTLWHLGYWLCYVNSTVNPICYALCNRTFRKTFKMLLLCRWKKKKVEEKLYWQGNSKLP
CHRM5 antagonist = human M5 muscarinic receptor antagonists, primary screen, CHO cells, Fluo-8 calcium fluorescence. Muscarinic acetylcholine receptor M5 (Homo sapiens), P08912. CHO-hM5 cells, ACh EC80. inhibition, % at 3 µM. 360,000 compounds, 0.59% hits;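 active = inhibition above a per-plate cutoff, the mean of that plate's test compounds plus 3 SD, cut at about 27% in these data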;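 note: 0% = acetylcholine EC80 with DMSO and 100% = DMSO without agonist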
CHRM5 PAM = human M5 muscarinic receptor positive allosteric modulators, primary screen, CHO-K1 cells, Fluo-8 calcium fluorescence | CHO-K1 hM5, ACh EC20 PAM; 0% = ACh EC20, 100% = ACh EC100 | activation, % at 3 µM | 360,000 compounds, 0.3% hits;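 active = activation above the run cutoff, the mean activation of all test compounds plus 3 SD, cut at about 18% in these data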
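Probe or stimulus: acetylcholine, EC20 level; Assay system: human M5 receptor in CHO-K1 cells; Schedule: compound preincubation 140 s before EC20 acetylcholine addition; Technique: intracellular calcium via Fluo-8 fluorescence; Dosing: single-point, 3 µM nominal; Read-out basis: percent activation from peak-over-basal fluorescence ratio, scaled EC20-to-EC100 acetylcholine; Repeats: one well per compound, no replicates.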
CRFR2-BP antag = antagonists of CRF-BP/CRF-R2 complex, primary screen, cell-based, HEK293, calcium dye fluorescence, uHTS; CRF-induced calcium fluorescence; inhibition, % at 11.8 µM; 350,000 compounds, 0.59% hits;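 active = inhibition of the ligand-induced calcium signal above about 50% at the single tested concentration, limit read from the data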
M4 PAM = human M4 muscarinic receptor positive allosteric modulators, primary screen, CHO-K1 cells, Fluo-8 calcium fluorescence. Muscarinic acetylcholine receptor M4 (Homo sapiens), P08173. CHO-K1 hM4/Gqi5, ACh EC20; 0% = ACh EC20, 100% = maximal ACh. activation, % at 3 µM. 360,000 compounds, 0.4% hits. AID 624126, 2012;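 active = activation above its plate's cutoff, the mean activation of sample wells plus 3 SD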; note: some results filed as inactive read as strong as hits
CHO-K1 Ca PAM = nonselective calcium activators in parental CHO-K1 cells, primary screen, counter-screen for M1 PAM project, cell-based, Fluo-8 calcium fluorescence, full deck, 1536-well. ATP EC20; 0% at ATP EC20, 100% at ATP max. activation, % at 3 µM. 360,000 compounds, 0.02% hits;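 active = activation above the run cutoff, the mean activation of all test compounds plus 3 SD, cut at about 40% in these data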;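 note: peak over basal fluorescence ratio in a 140 s read after ATP addition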
TAAR1 ag = human TAAR1 agonists, primary screen, Fluo-8 calcium fluorescence, CHO RD-HGA16 cells; vehicle wells 0%, saturating PEA agonist 100%; activation, % at 3 µM; 360,000 compounds, 0.99% hits; AID 624467, 2012;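 active = activation above the mean activation of all test compounds in the run plus 3 SD, cut at about 38% in these data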
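System: CHO-derived RD-HGA16 cells with stable Gα16 and human TAAR1 / Times: 17-24 h plating, Fluo-8 75 min 37 °C, 30 min RT / Technique: calcium-sensitive Fluo-8 signal, excitation 470-495, emission 515-575 nm / Measure: % activation relative to PEA EC100 response / Benchmarks: DMSO and PEA EC100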
Starred values were filed as active, the others as inactive; / = not tested or not shown. Compounds as they come; overall some 4.2% were active at least once.

SMILES	TAAR1 antagonist	CRFR2-BP ag	CHRM5 agonist	CHRM5 antagonist	CHRM5 PAM	CRFR2-BP antag	M4 PAM	CHO-K1 Ca PAM	TAAR1 ag
Nc1ccc(C(=O)NNC(=O)C2COc3ccccc3O2)cc1[N+](=O)[O-] (centres undefined)	35	0.0	5	4	-19	-7	-6	-2	15
CCn1cc(S(=O)(=O)c2ccc(OC)cc2)c(=O)c2cc(F)c(N3CCN(C)CC3)cc21	-16	0.1	-5	1	6	6	0	22	3
OCCN(CC#CC(O)(c1ccccc1)C1CCCCC1)CCO (centres undefined)	8	-0.1	-24	7	-17	6	0	13	1
O=C(Nc1cccc(Br)c1)c1cccc(OC(=S)N2CCOCC2)c1	39	2.3	1	7	-12	-28	-13	-5	4
Cc1c(C(=O)O)sc2nc(/C=C/c3cccc(F)c3)[nH]c(=O)c12	-9	1.5	-3	5	5	1	1	11	3
COCCCn1c(=N)c(C(=O)NCc2ccc3c(c2)OCO3)cc2c(=O)n3cccc(C)c3nc21	-14	0.8	-11	4	5	13	-1	8	1
Cc1ccc(C(=O)NC2CCCN(c3ccc(C(F)(F)F)cn3)C2)cn1 (centres undefined)	-9	0.1	-2	-1	3	-4	-3	7	0
CCN(CC)S(=O)(=O)c1cccc(NC(=O)COC(=O)/C=C/c2cccs2)c1	-6	-0.7	7	-11	-17	4	-15	4	2
COc1ccccc1-c1nc(COc2ccc(Cl)cc2Cl)no1	-7	11	-1	1	-2	-7	-9	10	0
C[n+]1ccc(/C=C/c2ccccc2O)c2ccccc21	-18	-2.1	-6	10	-3	5	-2	-9	5
CC(CN1CCCCC1)OC(=O)C(C)(c1ccccc1)c1ccccc1 (centres undefined)	7	0.8	-12	40*	-54	-38	-18	19	7
Cn1c(CCCOc2ccc(Cl)cc2Cl)nnc1SCC(=O)Nc1cccc(F)c1	44	0.2	-2	-2	4	-28	2	25	17
O=S(=O)(Nc1cccc2ncccc12)c1cccs1	/	-2.2	0	20	1	-6	1	3	/
COc1ccc2c(c1)C(=O)N(c1ccc(C)cc1C)C(=O)C2(C)C	-1	0.4	-3	2	4	6	2	13	-1
CCc1ccc2[nH]c(=O)c(CN(CCN(C)C)C(=O)Nc3ccccc3OC)cc2c1	-26	-2.3	0	-2	5	-12	3	4	1
O=C(Cn1ccsc1=NC(=O)c1ccco1)c1ccccc1	13	-1.1	-5	1	-9	-4	4	10	5
COc1cccc(OC)c1OCCN(C)C	5	-4.0	-8	3	4	3	6	-3	2
CN1CCN(c2ccc(NC(=O)c3ccc(-c4ccc(Cl)cc4)o3)cc2)CC1	16	-0.8	-8	-7	-7	6	-9	-1	23
O=C(NCc1ccco1)c1cnn2c(C(F)(F)F)cc(-c3ccco3)nc12	-2	-1.1	-1	-1	1	7	-2	-3	0
O=C(NCCCN1CCOCC1)c1cc(-c2ccc(O)cc2)on1	-12	-0.5	1	4	-4	-25	2	5	4
COc1ccc(/C=C2\Oc3cc(OCC(=O)N4CC(O)C[C@H]4C(=O)O)ccc3C2=O)cc1OC (some centres undefined)	-20	2.5	3	1	4	4	9	-3	1
COC(=O)CC/C(C)=N\Nc1ccc([N+](=O)[O-])cc1[N+](=O)[O-]	15	-1.5	5	0	-11	1	2	11	6
Cc1ccc(OCC(=O)N(C)CC(=O)Nc2ccc(F)c(F)c2F)cc1	-5	-0.5	0	-3	-4	-7	6	0	0
Cc1ccc(OCC(=O)Nc2nnc(S(=O)(=O)N3CCCCC3)s2)cc1	-6	2.0	2	-4	4	-15	2	-8	2
Cc1cc(C(=O)CN2C(=O)C(=O)N(CC(C)C)C2=O)c(C)n1C1CC1	9	2.5	4	15	-5	-19	2	7	7
CC(OC(=O)C1CC(=O)N(Cc2ccccc2)C1)C(=O)Nc1ccccc1[N+](=O)[O-] (centres undefined)	2	-0.5	-2	6	-4	2	0	4	1
O=C(NNC(=O)c1ccccc1Br)c1ccc2nc[nH]c2c1	4	0.2	-3	8	3	1	0	15	2
CCn1ccc(C(=O)NC2=C(C#N)CCC2)n1	4	-0.3	1	-1	21*	6	-2	2	22
CCc1ccc(C(=O)NC(=S)Nc2ccccc2N2CCOCC2)cc1	/	0.3	-3	2	-2	125*	-5	3	/
O=C(/C(C=Nc1cc2c(oc1=O)CCCC2=O)=C(\O)c1ccccc1)c1ccccc1	5	0.4	-4	6	2	-7	8	20	0
COc1cc(Cl)c(C)cc1NC(=O)Cn1c(NCCO)nc2ccccc21	-9	-0.7	-4	9	5	-5	5	22	2
COc1ccccc1CCNC(=O)CN1C(=O)c2ccccc2S1(=O)=O	-10	0.2	2	6	1	6	5	4	6
COC(=O)c1ccc(CSc2nnc(CNC(=O)COc3ccc(Cl)cc3)o2)o1	5	-3.0	0	-6	-5	-29	-7	9	9
O=C(Nc1nc2c(F)cc(F)cc2s1)C1CC1	-21	-0.2	2	12	-15	-1	2	-5	2
O=C(/C=C/c1ccc(Br)cc1)Nc1ccc(S(=O)(=O)Nc2ncccn2)cc1	13	-0.7	-1	-5	-8	-19	-6	16	4
CCOC(=O)c1sc2nc(N3CCCC3)c3c(c2c1N)CC(C)(C)OC3	-4	0.0	-3	-1	-3	-13	-16	15	4

The list goes on; it opens with the 4 that closed the last part.
SMILES	TAAR1 antagonist	CRFR2-BP ag	CHRM5 agonist	CHRM5 antagonist	CHRM5 PAM	CRFR2-BP antag	M4 PAM	CHO-K1 Ca PAM	TAAR1 ag
COC(=O)c1ccc(CSc2nnc(CNC(=O)COc3ccc(Cl)cc3)o2)o1	5	-3.0	0	-6	-5	-29	-7	9	9
O=C(Nc1nc2c(F)cc(F)cc2s1)C1CC1	-21	-0.2	2	12	-15	-1	2	-5	2
O=C(/C=C/c1ccc(Br)cc1)Nc1ccc(S(=O)(=O)Nc2ncccn2)cc1	13	-0.7	-1	-5	-8	-19	-6	16	4
CCOC(=O)c1sc2nc(N3CCCC3)c3c(c2c1N)CC(C)(C)OC3	-4	0.0	-3	-1	-3	-13	-16	15	4
CCC(C)CCN1C(Nc2ccccc2)=NC[C@@H]1CC(C)C (some centres undefined)	16	0.1	-4	5	-5	-8	-8	4	5
Cc1cc(C)n2nc(SCC(=O)c3cc(C)n(-c4cc(C)on4)c3C)nc2n1	17	-1.4	10	7	-13	2	-2	7	1
CC(=O)Nc1ccc(OS(=O)(=O)c2ccc(Cl)cc2)cc1	13	0.7	-3	3	1	-1	-2	18	-2
Cc1ccc2nc(-c3ccncc3)cc(C(=O)N3CCOCC3)c2c1	/	-1.9	0	4	-7	-11	-4	-16	/
CC(=O)c1ccccc1NC(=O)COC(=O)Cc1cccc(C(F)(F)F)c1	23	1.6	1	4	-2	-9	0	4	6
CCOc1ccc(NC(=O)CN(c2ccc([N+](=O)[O-])cc2)S(=O)(=O)c2ccccc2)cc1	-1	-0.1	-3	4	-8	-14	4	16	8
CN(NC(=O)c1ccccc1)c1nc2ccccc2nc1C(F)(F)F	-4	-1.8	-4	19	3	-4	17	25	5
O=C(COC(=O)c1cccc(S(=O)(=O)N2CCCC2)c1)Nc1ccccc1C(F)(F)F	-4	-0.6	2	3	1	15	10	-1	0
O=C(c1ccccc1F)N1CCC(O)(c2cccnc2)CC1	11	1.7	-6	0	-4	8	8	9	9
CC(C)(C)c1nnc(NC(=S)Nc2ccccc2)s1	7	13	4	-6	0	0	-6	4	24
O=c1nc(N2CCOCC2)ccn1-c1nc(-c2ccccc2)sc1-c1ccccc1	-9	0.3	-1	5	5	-6	0	20	4
CCC(C)(C)c1ccc(OCC(=O)Nc2ccncc2)cc1	44	-1.1	6	20	-19	-17	-9	4	11
COc1cc(O)oc1C=Nc1ccc(C(F)(F)F)cc1	-13	-1.8	-2	0	6	23	5	12	2
COc1ccc2[nH]c3c(=O)n(CCc4ccccc4)cnc3c2c1	6	0.3	-2	-3	3	-5	8	22	2
Cc1c(N2C(=O)/C(=C3/C(=O)N(C)c4ccccc43)SC2=S)c(=O)n(-c2ccccc2)n1C	-1	-3.2	3	-14	14	9	1	8	1
Cc1ccc2c(c1)NCC(C(=O)NC1CCC(C)CC1)O2 (centres undefined)	-4	1.6	-1	1	0	8	0	16	0
CCOc1ccc(CN2CCC(Cc3ccccc3)CC2)cc1	-6	-0.3	-21	4	-1	-5	-16	-11	26
COc1ccc(OC)c(-c2nc3c(C)n[nH]c(=O)c3[nH]2)c1	-2	-2.5	-7	0	-20	16	8	13	8
Cc1ccc(S(=O)(=O)N(CC(=O)NCc2cccs2)c2ccccc2)cc1	-10	-3.3	3	0	-2	4	4	-21	2
Cc1ccc(CC2C(=O)N(c3cc(Cl)ccn3)C(=O)C2C)cc1 (centres undefined)	-12	-0.4	-4	10	-7	2	-4	19	1
CCc1nc2sc(C#N)c(N)c2c2c1CCCC2	5	-6.6	-1	-5	0	-1	4	1	6
O=C(Nc1ccc(Cl)cc1)c1nc[nH]c1C(=O)Nc1ccccc1F	-7	1.8	0	0	2	8	-2	12	2
COc1cccc(CNC(=O)C2CCN(S(=O)(=O)c3ccc4c(c3)CC(C)N4C(=O)C3CC3)CC2)c1 (centres undefined)	-11	-0.7	-4	9	-3	13	3	-12	2
COc1ccc(COC(=O)c2ccc(Br)c(S(=O)(=O)N3CCOCC3)c2)cc1F	29	6.9	0	10	-19	-7	-7	11	3
Cc1nn(-c2ccccc2)c2nc(N)c(C#N)c(-c3ccc(F)cc3)c12	12	1.2	-9	-6	-5	-26	-4	10	10
CCN(CC(=O)Nc1ccc(NC(C)=O)cc1)C(=O)C12CC3CC(CC(Cl)(C3)C1)C2	22	4.2	-3	-5	-9	2	3	-16	10
C/C(=N\NC(=O)Cc1csc(N2CCOCC2)n1)c1ccc(Cl)c(Cl)c1	11	-1.7	2	2	2	-5	-4	6	4
Clc1ccc(-c2cnc3n2CCC3)cc1	7	-3.8	-7	2	1	-19	-3	12	5
CN(C)C(=O)c1cn(-c2ccccc2)nc1-c1cc2ccccc2o1	6	-8.6	-2	3	-1	-23	6	8	3
COCc1cc(Sc2ccc(Cl)cc2Cl)nc(-c2ccccc2)n1	-3	2.8	1	6	0	12	-4	1	2
CCCCC#Cc1cncc(C(=O)N/N=C/c2cccc(OC)c2)c1	-8	1.2	-7	19	-9	5	4	23	1

Assay outcomes (PubChem)
